STAT3 inh – reduces IL-6 driven STAT3 reporter signal; 0.89% of 190,000 active; AID 862; inhibition, % at 5.5 µM; U3A cells, IL-6 STAT3-luciferase reporter, luminescence; host cell line lacks STAT1;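 active = inhibition above the mean inhibition across all screened compounds plus 3 SD, cut at about 44% in these data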;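 note: 0% = DMSO only wells and 100% = 100 µM nifuroxazide control wells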
bIAP inhibitor – blocks bovine intestinal alkaline phosphatase activity. purified bovine IAP, CDP-star luminescence, 30 min. inhibition, % at 20 µM. AID 1019. 190,000 tested, under 10 active;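 active = over 50% inhibition of intestinal alkaline phosphatase at 20 µM in the single-dose screen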
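System: Purified bovine intestinal alkaline phosphatase (IAP) enzyme | Input: IAP diluted 1/65,000,000 in the well | Also added: CDP-star chemiluminescent phosphatase substrate, 30 µM final | Dosing: 20 µM single dose | Times: Enzyme reaction for 30 min at room temperature | Detection: Luminescence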
STAT1 inh – inhibitors of IFN-gamma induced STAT1 signaling; NIH 3T3 STAT1-luciferase reporter, luminescence; inhibition, % at 5.5 µM; 0.35% of 200,000 active; AID 920;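 active = inhibition above a set limit, the mean inhibition across all tested compounds plus 3 SD, cut at about 34% in these data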;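 note: 0% = IFN-gamma with DMSO and 100% = IFN-gamma with 300 µM nifuroxazide; values of inactives mirror those of a sister screen read the other way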
TNAP act hiacc – increases human TNAP activity under high phosphate acceptor concentration | P05186 | AID 1136 | 200,000 tested, under 10 active | activation factor at 20 µM | purified TNAP, CDP-star luminescence, 1 M DEA, 30 min; stronger effect = higher value; 0 = EDTA background, 1 = DMSO-only activity;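 active = activation factor at least 2 at 20 µM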
Target sequence (P05186 whole entry, looked up): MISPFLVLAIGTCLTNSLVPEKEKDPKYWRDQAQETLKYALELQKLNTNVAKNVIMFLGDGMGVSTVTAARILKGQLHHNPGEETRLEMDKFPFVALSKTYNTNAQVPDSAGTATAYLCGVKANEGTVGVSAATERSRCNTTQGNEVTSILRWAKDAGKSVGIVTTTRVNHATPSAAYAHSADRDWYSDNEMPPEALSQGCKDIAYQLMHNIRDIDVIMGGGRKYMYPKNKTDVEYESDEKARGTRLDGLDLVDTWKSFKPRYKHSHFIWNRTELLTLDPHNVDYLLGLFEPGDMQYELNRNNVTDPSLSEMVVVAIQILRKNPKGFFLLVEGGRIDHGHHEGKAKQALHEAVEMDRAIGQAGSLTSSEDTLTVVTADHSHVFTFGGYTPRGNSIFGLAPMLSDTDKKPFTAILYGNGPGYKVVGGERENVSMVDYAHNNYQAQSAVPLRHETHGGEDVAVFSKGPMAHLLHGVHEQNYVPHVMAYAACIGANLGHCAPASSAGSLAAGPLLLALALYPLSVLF
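Assay system: human TNAP; Input: enzyme diluted 1/800 final; Reagent: CDP-star luminogenic substrate at 100 µM final; Timing: 30 min, room temperature; Signal: luminescence; Evaluation: TNAP activation factor scaled between EDTA and DMSO control wells.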
ROMK mod – modulates human ROMK potassium channel activity; P48048; Tet-inducible ROMK, thallium flux fluorescence; actives lie on both sides; B-score at 10 µM; 2% of 130,000 active;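 active = signal ratio slope over the read window, or its plate-corrected B-score, at least 3 SD from the plate mean, either direction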;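 note: B-score of the F/F0 ratio slope over 7 to 12 s after thallium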
PPARg SRC3 recr – promotes SRC-3 coactivator recruitment by human PPARgamma; biochemical PPARgamma/SRC-3 coactivator recruitment assay; activation, % at 8 µM; 0.26% of 200,000 active; AID 731; in the data active = activation above about 23%;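 note: 0% = DMSO and 100% = reference agonist; some compounds past the cut are filed as inactive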
Target sequence (P37231 whole entry, looked up): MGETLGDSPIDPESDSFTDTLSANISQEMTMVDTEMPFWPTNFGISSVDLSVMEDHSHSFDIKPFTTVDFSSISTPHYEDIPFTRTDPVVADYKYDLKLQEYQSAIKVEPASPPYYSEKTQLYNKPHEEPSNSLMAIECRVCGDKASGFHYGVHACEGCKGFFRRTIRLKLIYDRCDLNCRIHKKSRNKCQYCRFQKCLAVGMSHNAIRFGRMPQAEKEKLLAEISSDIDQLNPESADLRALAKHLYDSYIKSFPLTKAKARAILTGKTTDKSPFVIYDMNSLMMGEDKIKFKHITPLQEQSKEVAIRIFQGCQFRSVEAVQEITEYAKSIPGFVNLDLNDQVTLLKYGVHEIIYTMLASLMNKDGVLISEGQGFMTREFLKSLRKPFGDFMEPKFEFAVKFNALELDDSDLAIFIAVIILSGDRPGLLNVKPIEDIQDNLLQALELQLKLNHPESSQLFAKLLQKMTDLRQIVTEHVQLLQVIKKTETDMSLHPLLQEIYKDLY
PPARg SRC1 recr – agonists of human PPARgamma SRC-1 coactivator recruitment | PPARgamma-SRC-1 coactivator recruitment biochemical assay | P37231 | 0.41% of 200,000 active | activation, % at 8 µM; in the data active = activation above about 19%;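 note: 0% = DMSO and 100% = reference agonist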
PPARg SRC-2 ag – agonists of SRC-2 recruitment by human PPARgamma | AID 1032 | P37231 | activation, % at 8 µM | 0.34% of 200,000 active | PPARgamma LBD-SRC-2 recruitment, biochemical; in the data active = activation above about 22%;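 note: 0% = vehicle and 100% = reference agonist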
TR-FRET SRC-2 ct – counter-screen for PPARgamma SRC-2 recruitment agonists: TR-FRET artefact; stronger effect = higher value; TR-FRET ratio at 8 µM; 0.4% of 200,000 active; in the data active = TR-FRET ratio above about 2000; note: inactives centre near 1500
STAT3 activator – activators of IL-6 induced STAT3 signaling; U3A cells, IL-6 STAT3-luciferase reporter, luminescence; 100% = signal with IL-6 EC80 alone; activation (% of control), % at 5.6 µM; 0.91% of 190,000 active;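 active = activation above the screen-wide mean of compound activation plus 3 SD, cut at about 130% in these data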;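 note: 0% = background luminescence of wells with medium and substrate only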
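Detection: reporter luminescence signal / Assay system: STAT1-lacking human U3A cells, STAT3 luciferase reporter / Incubation: compound pre-incubation 1 h before IL-6, then 6 h stimulation at 37 °C / Control set: IL-6-only high control / Read-out: % activation relative to IL-6 control / Probe or stimulus: Interleukin-6, 33 ng/mL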
bIAP activator – increases bovine intestinal alkaline phosphatase activity. purified bovine IAP, CDP-star luminescence, 30 min; stronger effect = higher value; fold of DMSO-control signal, blank-subtracted. activation factor at 20 µM. 0.17% of 200,000 active. AID 1016;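 active = activation factor of 2 or more at 20 µM, a signal rise over negative controls twice the positive control's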
* hit, by the source's call; . = not tested or not shown. Outcome played no part in choosing rows; overall some 3.7% were active at least once.

Below each SMILES – STAT3 inh	bIAP inhibitor	STAT1 inh	TNAP act hiacc	ROMK mod	PPARg SRC3 recr	PPARg SRC1 recr	PPARg SRC-2 ag	TR-FRET SRC-2 ct	STAT3 activator	bIAP activator
1: COc1ccc(C2CC2/C(=N/OC(=O)c2cccs2)c2ccccc2)cc1 (centres undefined)
→ 13	38	-8	1.1	-0.058	6	-1	14	1540	95	0.6
2: Cc1csc(NC(=O)CSc2nnc(C)s2)n1
→ 4	0	-6	1	0.021	-6	-1	0	1362	103	1
3: CCN(CC)S(=O)(=O)c1cc([N+](=O)[O-])ccc1NNC(=O)Nc1ccc(Cl)c(Cl)c1
→ 0	26	-5	0.9	.	4	1	6	1564	103	0.7
4: OCCN(Cc1ccccc1)Cc1ccc(F)c(F)c1
→ 6	16	4	1	.	3	-9	-5	1619	98	0.8
5: c1csc(-c2csc3ncnc(NCCCN4CCOCC4)c23)c1
→ 46*	-6	15	1	.	12	4	3	1635	65	1.1
6: COc1ccc(-n2c(SCc3nnc(-c4ccccc4)o3)nnc2-c2ccccc2)cc1
→ 2	9	-10	1	.	13	-3	2	1551	105	0.9
7: CC(=O)Nc1cccc(OCc2ccc(F)cc2)c1
→ 23	1	-6	1	-0.98	2	-3	1	1499	85	1
8: CC(C)c1ccc(NC(=O)N2CCN(S(=O)(=O)c3ccccc3)CC2)cc1
→ 1	-2	-1	1.1	0.27	-6	1	-3	1584	101	1
9: O=C(Cc1ccc(Cl)cc1)Nc1ncccn1
→ -3	-3	-5	1	-0.013	6	7	1	1520	109	1
10: Cc1cccc(N(C(=O)CCC(=O)Nc2cc(C)on2)C(C(=O)NC2CCCC2)c2ccncc2)c1 (centres undefined)
→ 9	5	5	1.1	.	-8	-2	-2	1408	98	0.9
11: CCc1cc2c(=O)n(-c3ccccc3)c(=S)[nH]c2s1
→ -11	-9	2	1.1	.	41*	27*	37*	2026*	112	1.1
12: CCC(=O)N1C(=O)C2(Nc3ccccc3N2)c2ccccc21
→ 13	12	8	1	-0.21	0	9	9	1553	91	0.9
13: CCN(CC)C(=O)CSc1nnc([C@@H](NC(=O)OC(C)(C)C)C(C)C)o1
→ -3	8	-2	1.1	.	2	2	-1	1380	107	0.9
14: Cc1cc(C)c2c(=O)[nH]n(C3CC(C)N(C)CC3C)c2n1 (centres undefined)
→ 2	0	-5	1.1	.	3	10	1	1510	107	1
15: CCCOC(=O)c1ccc(-c2ccc(C=O)o2)cc1
→ -16	0	-70	1.1	0.013	-3	-1	-3	1499	112	1
16: Cc1c(/C=N\NC(=O)c2cc3ccccc3o2)c2ccccc2n1C
→ 20	3	-3	1	-0.89	5	8	4	1657	86	1
17: COc1ccc(N2CCN(CCNC(=O)c3c(C)cc(=O)oc3C)CC2)cc1
→ 12	3	1	1	-0.027	-1	5	7	1506	97	1
18: COc1ccc(OC)c(NC(=O)C2C3CC4OC(=O)C2C4C3)c1 (centres undefined)
→ -8	5	2	1	.	2	1	-2	1634	109	1
19: CC(CN1CCOCC1)OC(=O)c1cccs1 (centres undefined)
→ -3	-2	3	1	.	7	6	14	1522	103	1
20: CC(=O)Nc1c(C(=O)N2CCOCC2)sc2nc3c(cc12)COC(C)(C)C3
→ -3	-5	-1	1.1	.	10	3	4	1543	104	1
21: CCn1c(=O)c2cc(C(=O)N3CCN(C)CC3)sc2c2ccccc21
→ -5	4	-8	1	.	14	4	2	1604	108	1
22: Cn1cnnc1SCC(=O)Nc1ccccc1
→ 8	13	-7	1	.	-13	0	-7	1447	100	0.9
23: C=CCSc1nc2c(cnn2-c2ccc(C)c(C)c2)c(=O)[nH]1
→ 8	16	-1	1.1	.	-5	-3	-3	1666	101	0.8
24: c1ccc2c(c1)CCN(C1=Nc3cccc4cccc1c34)C2
→ -3	-1	-3	1	-2*	6	2	10	1552	104	1
25: Cc1ccc(NC(=O)C2CCCN(S(=O)(=O)c3cnc[nH]3)C2)cc1C (centres undefined)
→ 8	-1	-1	1	.	9	-1	8	1679	98	1
26: COc1ccc(C(c2sc3nc(C)nn3c2O)N2CCN(CCO)CC2)cc1OC (centres undefined)
→ 8	3	-3	1	.	6	2	-4	1660	93	1
27: Cc1ccc2c(C(=O)CSc3ccccc3)c(C)[nH]c2c1
→ -7	11	-18	1	.	0	-3	-7	1364	108	0.9
28: COc1ccc(N(C(=O)c2ccco2)S(=O)(=O)c2cc(Cl)c(Cl)cc2Cl)cc1
→ 1	16	2	1	0.56	0	-6	11	1544	104	0.8
29: Cc1nc2ccccc2c(=O)n1NC(=O)c1ccccc1[N+](=O)[O-]
→ 4	0	5	1	0.35	1	4	-4	1448	101	1
30: CN(Cc1ccccc1)CC(O)COc1ccc(CNCc2nccn2C)cc1 (centres undefined)
→ 2	-40	12	1.1	-0.68	-7	-6	-4	1734	103	1.4
31: O=S(=O)(Nc1cccnc1)c1cccc(Cl)c1
→ 4	17	-4	0.8	0.67	-1	0	7	1513	95	0.8
32: COc1ccc(CN2CC(C(=O)NCCCN3CCOCC3)CC2=O)cc1 (centres undefined)
→ 8	8	3	1	1.5	-2	-5	-3	1485	96	0.9
33: O=C(Nc1cccc(S(=O)(=O)N2CCOCC2)c1)c1cn(-c2ccccc2)nc1-c1ccccc1
→ -4	-1	-12	1	1	1	7	3	1501	101	1
34: Cc1ccc(C(=O)NC2CC3CCC(C2)N3Cc2ccco2)cc1 (centres undefined)
→ 5	0	-8	1	.	8	-4	5	1676	99	1
35: CC(=O)c1cccc(CN2CCN(CC(C)C)C(CCO)C2)c1 (centres undefined)
→ 8	-2	2	1	2	-3	-2	-17	1491	98	1
36: COc1ccc(C(=O)NC(C)(C)C)cc1S(=O)(=O)N1CCCC1
→ 1	7	-2	1	0.99	-4	4	2	1429	96	0.9
37: C/C(=N\OC(=O)c1cccc(Cl)c1)c1sc(C)nc1C
→ 7	10	-5	1	.	7	5	8	1723	95	0.9
38: CCNc1nc(NC(C)C)nc(N(C#N)Cc2ccccc2)n1
→ 16	13	15	1	-0.17	5	6	2	1546	94	0.9
39: COc1ccc(CN2CCc3cc(OC)c(OC)cc3C2)cc1O
→ .	-3	0	1.1	.	-5	7	6	1361	.	1
40: Cc1ccc(C)c(S(=O)(=O)N2CCN(CC(=O)Nc3ccc4c(c3)OCCO4)CC2)c1
→ -4	-15	9	1	-0.41	1	-2	2	1622	104	1.1

Eleven compounds already listed, ordered by molecular weight, high to low.
Below each SMILES – STAT3 inh	bIAP inhibitor	STAT1 inh	TNAP act hiacc	ROMK mod	PPARg SRC3 recr	PPARg SRC1 recr	PPARg SRC-2 ag	TR-FRET SRC-2 ct	STAT3 activator	bIAP activator
28: COc1ccc(N(C(=O)c2ccco2)S(=O)(=O)c2cc(Cl)c(Cl)cc2Cl)cc1
→ 1	16	2	1	0.56	0	-6	11	1544	104	0.8
40: Cc1ccc(C)c(S(=O)(=O)N2CCN(CC(=O)Nc3ccc4c(c3)OCCO4)CC2)c1
→ -4	-15	9	1	-0.41	1	-2	2	1622	104	1.1
30: CN(Cc1ccccc1)CC(O)COc1ccc(CNCc2nccn2C)cc1 (centres undefined)
→ 2	-40	12	1.1	-0.68	-7	-6	-4	1734	103	1.4
25: Cc1ccc(NC(=O)C2CCCN(S(=O)(=O)c3cnc[nH]3)C2)cc1C (centres undefined)
→ 8	-1	-1	1	.	9	-1	8	1679	98	1
21: CCn1c(=O)c2cc(C(=O)N3CCN(C)CC3)sc2c2ccccc21
→ -5	4	-8	1	.	14	4	2	1604	108	1
36: COc1ccc(C(=O)NC(C)(C)C)cc1S(=O)(=O)N1CCCC1
→ 1	7	-2	1	0.99	-4	4	2	1429	96	0.9
39: COc1ccc(CN2CCc3cc(OC)c(OC)cc3C2)cc1O
→ .	-3	0	1.1	.	-5	7	6	1361	.	1
38: CCNc1nc(NC(C)C)nc(N(C#N)Cc2ccccc2)n1
→ 16	13	15	1	-0.17	5	6	2	1546	94	0.9
37: C/C(=N\OC(=O)c1cccc(Cl)c1)c1sc(C)nc1C
→ 7	10	-5	1	.	7	5	8	1723	95	0.9
27: Cc1ccc2c(C(=O)CSc3ccccc3)c(C)[nH]c2c1
→ -7	11	-18	1	.	0	-3	-7	1364	108	0.9
31: O=S(=O)(Nc1cccnc1)c1cccc(Cl)c1
→ 4	17	-4	0.8	0.67	-1	0	7	1513	95	0.8

(more compounds)
Below each SMILES – STAT3 inh	bIAP inhibitor	STAT1 inh	TNAP act hiacc	ROMK mod	PPARg SRC3 recr	PPARg SRC1 recr	PPARg SRC-2 ag	TR-FRET SRC-2 ct	STAT3 activator	bIAP activator
41: Cc1c(CN2CCC(CO)(CC3CCCCO3)CC2)cnn1C (centres undefined)
→ 11	-17	2	1	0.075	1	-4	1	1652	95	1.2
42: CCOC(=O)CNC(=O)C(CO)NC(=O)OCc1ccccc1 (centres undefined)
→ 7	11	-6	1.1	.	-2	-4	-2	1611	102	0.9
43: CCCN(CCC)CCCNc1ccc2nnc(-c3ccc(F)cc3)n2n1
→ -3	-2	6	1	.	6	2	-5	1660	107	1
44: CCOc1ccc2nc(NC(=O)Cc3cccs3)sc2c1
→ -3	9	-31	1	0.31	-8	-6	0	1449	108	0.9
45: Cc1ccc(NC(=O)CSc2nnc(C3CCCCC3)n2N)cc1F
→ 3	-5	-2	1	-0.91	9	-2	4	1483	101	1
46: Cc1ccc(N(CC(O)CON=C2c3ccccc3-c3ccccc32)S(C)(=O)=O)cc1 (centres undefined)
→ 1	-5	10	1	-0.29	-3	2	2	1413	104	1
47: CCOC(=O)C1=C(C)N(CCCCCC(=O)O)C(=O)NC1c1ccccc1Cl (centres undefined)
→ 7	34	5	1	0.024	3	6	13	1623	92	0.7
48: c1csc(CNCc2ccncc2)c1
→ 2	8	-1	1	-0.39	-1	-8	-7	1487	104	0.9
49: Cc1cccc(NC(=O)COc2nsnc2N2CCOCC2)c1
→ 4	9	3	1	-1	-3	2	0	1590	101	0.9
50: CCCCNC(=S)N/N=C/c1ccc(OCC(=O)Nc2c(C)cc(C)cc2C)c(OC)c1
→ -12	3	5	1	.	5	4	2	1632	106	1
51: O=C1C2C(C(=O)N1/N=C/c1ccc(N3CCCCC3)o1)C1C=CC2C12CC2 (centres undefined)
→ 6	15	-12	1	0	0	1	4	1634	96	0.8
52: CCC(C)NS(=O)(=O)c1ccc(NC(C)=O)cc1 (centres undefined)
→ 10	9	3	1	0.74	-9	-3	-8	1582	94	0.9
53: CCCCC(=O)C1CCN(Cc2ccccc2)CC1
→ 16	0	2	1.1	-0.26	-6	3	-1	1644	91	1
54: O=C(Nc1ccc2c(c1)CCC2)c1cccc(S(=O)(=O)N2CCN(c3ccccc3)CC2)c1
→ 15	22	3	1.1	-0.6	10	13	18	1930	88	0.8
55: CCOc1cc(N2CCOCC2)c(OCC)cc1NC(=O)COc1ccc2ccc(=O)oc2c1
→ -8	-46	5	1	-0.02	2	-5	-5	1351	108	1.5

Source: PubChem BioAssay (several laboratories)
